TRPC6 act – mouse TRPC6 channel activators, primary screen, cell-based, HEK293, membrane potential dye; Short transient receptor potential channel 6 (Mus musculus), Q61143; HEK293-TRPC6 membrane potential dye fluorescence; stronger effect = higher value; B-score at 10 µM; 310,000 tested, 0.13% active; AID 2550, 2010;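 active = B-score of the integrated fluorescence ratio above library mean plus 3 SD, and starting fluorescence ratio within library mean plus 5 SD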;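 note: higher score means more depolarization so channel activation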
Target sequence (Q61143 whole entry, looked up): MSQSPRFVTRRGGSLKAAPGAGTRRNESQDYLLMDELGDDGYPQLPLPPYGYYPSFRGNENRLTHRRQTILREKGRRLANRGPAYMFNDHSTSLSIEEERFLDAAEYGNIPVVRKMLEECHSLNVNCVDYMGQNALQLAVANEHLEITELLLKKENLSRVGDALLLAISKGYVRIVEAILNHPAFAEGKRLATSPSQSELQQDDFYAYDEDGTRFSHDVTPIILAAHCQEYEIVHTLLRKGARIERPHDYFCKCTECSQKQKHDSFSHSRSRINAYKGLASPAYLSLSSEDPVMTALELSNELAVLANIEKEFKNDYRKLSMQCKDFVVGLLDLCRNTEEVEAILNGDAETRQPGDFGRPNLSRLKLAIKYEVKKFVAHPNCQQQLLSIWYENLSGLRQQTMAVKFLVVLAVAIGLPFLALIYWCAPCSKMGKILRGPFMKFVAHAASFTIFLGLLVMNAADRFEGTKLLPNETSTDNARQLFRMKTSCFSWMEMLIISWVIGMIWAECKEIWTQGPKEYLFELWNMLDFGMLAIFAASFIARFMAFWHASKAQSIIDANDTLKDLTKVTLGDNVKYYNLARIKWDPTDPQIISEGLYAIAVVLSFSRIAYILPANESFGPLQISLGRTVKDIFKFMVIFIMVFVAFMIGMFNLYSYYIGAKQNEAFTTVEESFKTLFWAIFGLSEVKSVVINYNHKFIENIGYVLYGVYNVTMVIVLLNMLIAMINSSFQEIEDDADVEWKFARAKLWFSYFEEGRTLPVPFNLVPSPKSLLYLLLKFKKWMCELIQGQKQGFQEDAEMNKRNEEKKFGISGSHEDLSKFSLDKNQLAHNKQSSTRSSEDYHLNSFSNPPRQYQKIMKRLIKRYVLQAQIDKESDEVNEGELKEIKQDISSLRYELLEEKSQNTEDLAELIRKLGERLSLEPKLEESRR
PolyA inhibitor – polyadenylation inhibitors in yeast reporter cells, primary screen, luminescence, S. cerevisiae. 300,000 tested, 0.02% active. calls only at 12 µM. AID 1875, 2009. S. cerevisiae SKY197-pL101 polyadenylation reporter, beta-gal luminescence; efflux-impaired pdr1/pdr3 knockout yeast; score 100 = 6 SD above DMSO;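 active = lowest replicate activity score at least 50, where 100 means six control SD above control mean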;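 note: yeast exposed to compound for 9 h at 30 °C; higher score means more reporter readthrough which indicates perturbed polyadenylation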
MrgX1 antagonist – antagonists of human MrgX1 receptor, primary screen, HEK293 cells, Fluo-4 calcium flux | Mas-related G-protein coupled receptor member X1 (Homo sapiens), Q96LB2 | BAM8-22 antagonism; stronger effect = lower value | B-score at 10 µM | 310,000 tested, 1.3% active;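 active = calcium-response B-score plate-corrected more than 3 library SD below zero, starting fluorescence within 5 deviations, no agonist response on first addition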;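 note: peak minus trough fluorescence over baseline after final BAM8-22 challenge near maximal dose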
AI-2 QS mod – Vibrio harveyi AI-2 quorum sensing modulators, primary screen, JMH597 strain, luminescence/OD600 ratio. 300,000 tested, 0.4% active. AID 2094, 2009. activity change, % at 7.5 µM. Vibrio harveyi JMH597 AI-2 luminescence/OD600 ratio, 9 h; stronger effect = lower value; strain lacks LuxN and CqsS sensors; 0 = neutral-control median; in the data active = activity change below about -75%, passing the limit was not always enough;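 note: luminescence divided by OD600 gain over 9 h not by final OD600 alone; inactives centre near 13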
TRPC6 inh – mouse TRPC6 channel inhibitors, primary screen, cell-based, HEK293, membrane potential dye. Short transient receptor potential channel 6 (Mus musculus), Q61143. ACh-evoked depolarization; stronger effect = lower value. B-score at 10 µM. 310,000 tested, 1.1% active. AID 2553, 2010;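 active = B-score under library mean minus 3 SD, initial fluorescence not abnormally high, positive integrated signal ratio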;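 note: B-score derived from integrated fluorescence ratio over the kinetic read; more negative B-score means stronger inhibition of depolarization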
HIF activator – HIF pathway transcriptional activators, primary screen, cell-based, U2OS HRE-luciferase, luminescence | U2OS HRE-luciferase reporter; normalized: DMSO 0%, desferrioxamine 100% | activation, % at 7.5 µM (by protocol) | 300,000 tested, 0.32% active | AID 1910, 2009;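 active = mean activation of at least 10% of the iron chelator positive control signal, with at least half of replicates also reaching 10%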
TRPC4 PAM – positive allosteric modulators of TRPC4, primary screen, cell-based, mouse TRPC4beta, HEK293 mu-opioid, Fluo-4 calcium; DAMGO EC20, Fluo-4 Ca2+ flux; stronger effect = higher value; Short transient receptor potential channel 4 (Mus musculus), Q9QUQ5; 310,000 tested, 0.42% active; AID 2227, 2009; B-score at 10 µM;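 active = B-score of calcium response area above 5 SD of library B-scores, with initial fluorescence ratio within 5 SD of library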;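 note: B-score of integrated fluorescence ratio over time as area under calcium response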
MrgX1 ag – agonists of human MrgX1 receptor, primary screen, HEK293 cells, Fluo-4 calcium flux; B-score at 10 µM; Mas-related G-protein coupled receptor member X1 (Homo sapiens), Q96LB2; AID 588627, 2011; Fluo-4 calcium fluorescence, agonist mode; stronger effect = higher value; 310,000 tested, 0.44% active;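 active = calcium response B-score plate-corrected fluorescence ratio at least 3 library SD, with starting fluorescence B-score inside 5 SD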
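Test system: HEK293 cells stably expressing human MrgX1 receptor; Input: fifteen thousand cells per well; Dosing: compound delivered in addition one of three; Schedule: overnight seeding, then 1 h dark dye loading; Technique: Fluo-4 NW calcium fluorescence; Measure: B-scored fluorescence response ratio; Controls: positive and negative controls per plate.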
TRPC4 agonist – activators of mouse TRPC4 channel, primary screen, Fluo4 calcium, HEK293 TRPC4beta/mu-opioid cells; B-score at 10 µM; Fluo4 calcium fluorescence; stronger effect = higher value; AID 2237, 2010; 310,000 tested, 0.49% active;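 active = B-score above 5 SD of library B-scores, and initial fluorescence ratio not above library mean plus 5 SD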;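 note: positive B-score marks a calcium rise read as TRPC4 activation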
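Material: HEK293 stable line with TRPC4beta plus mu-opioid receptor; technique: Fluo4 calcium-sensitive dye fluorescence, kinetic, 1 Hz baseline; timing: Fluo4 dye loading 45 min at room temperature, 110 s recording; controls: assay buffer as low control, maximal DAMGO as high control; read-out: integrated baseline-normalised fluorescence ratio, converted to per-well B score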
MrgX1 PAM – positive allosteric modulators of MrgX1, primary screen, HEK293 cells, Fluo-4 calcium flux. Mas-related G-protein coupled receptor member X1 (Homo sapiens), Q96LB2. FDSS; stronger effect = higher value. B-score at 10 µM. 310,000 tested, 0.63% active. AID 588675, 2011;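 active = plate-corrected calcium response at least 3 library SD above typical, normal starting fluorescence, not activating the receptor alone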;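 note: compound read alongside a low EC10 to EC30 dose of BAM8-22 agonist; peak minus trough fluorescence over baseline measured at the second addition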
TRPC4 inh – inhibitors of mouse TRPC4 channel, primary screen, Fluo4 calcium, HEK293 TRPC4beta/mu-opioid cells | DAMGO-evoked Fluo4 calcium flux; stronger effect = lower value | Short transient receptor potential channel 4 (Mus musculus), Q9QUQ5 | 300,000 tested, 0.39% active | B-score at 10 µM;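 active = B-score over 3 SD under the library average, no early fluorescence shift, positive overall ratio signal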
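System: stable TRPC4beta/mu-opioid receptor HEK293 cells; Dosing: single-point compound dosing; Measured by: Fluo4 Ca2+ flux fluorescence; Read-out basis: per-well B score of integrated baseline-normalized Fluo4 ratio.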
The depositor's hits bear a star; i = inactive; . = no result given. Some of the compounds tested. The share of hits here may be higher or lower than overall.

SMILES	TRPC6 act	PolyA inhibitor	MrgX1 antagonist	AI-2 QS mod	TRPC6 inh	HIF activator	TRPC4 PAM	MrgX1 ag	TRPC4 agonist	MrgX1 PAM	TRPC4 inh
CCOc1ccc2nc(N3CCC(C(=O)N4CCN(C(=O)c5ccco5)CC4)CC3)sc2c1	i	i	i	20	i	1.6	i	i	i	i	i
CC1=NN(C(=O)c2c(Br)c(C)nn2C)C(O)(C(F)(F)F)C1 (stereo not given)	i	i	i	17	i	-39	i	i	i	i	i
Cc1ccc(Nc2nc(N)c([N+](=O)[O-])c(NCc3ccco3)n2)cc1C	i	i	i	34	i	1.4	i	i	i	i	i
CCOc1ccc(-c2[nH]ncc2Oc2cccc(OC)c2)c(O)c1	i	i	i	17	i	0.1	i	i	i	i	i
CN1/C(=C\C(=O)c2cccs2)C(C)(C)c2ccccc21	i	i	i	21	i	0.5	i	i	i	i	i
COc1ccc(N(CC(=O)NC2CCCC2)C(=O)Cn2nnc(-c3ccc(C)cc3)n2)cc1	i	i	i	8	i	-0.1	i	i	i	i	i
CCc1cccc(C)c1NC(=O)C1CCCN1C(=O)NCc1ccccc1 (stereo not given)	i	i	i	27	i	-7.9	i	i	i	i	i
CCOC(=O)N1CCc2c(sc3nc(SC(C)C)n(N)c(=O)c23)C1	i	i	i	17	i	-0.2	i	i	i	i	i
O=C(CNc1cccc(S(=O)(=O)N2CCCC2)c1)Nc1ccc(F)cc1F	i	i	i	22	i	0.2	i	i	i	i	i
Cn1c(=O)c2[nH]c(Nc3ccccc3)nc2n(C)c1=O	i	i	i	16	i	0.2	i	i	i	i	i
COc1ccc(/C(C)=N/Nc2ncc(Cl)cc2Cl)c(O)c1	i	i	i	4	i	2.4	i	i	i	i	i
O=C(NCC(=O)N1CCc2ccccc2C1)c1ccc(Cl)cc1Cl	i	i	i	12	i	1.8	i	i	i	i	i
COc1cc([C@@H]2c3cc4c(cc3[C@H](O)[C@H]3COC(=O)[C@H]23)OCO4)cc(OC)c1OC	i	i	i	22	i	3.6	i	i	i	i	i
Cc1ccc(NS(=O)(=O)c2ccc(OCC(=O)Nc3cccc([N+](=O)[O-])c3)c(C)c2)cc1	i	i	i	31	i	-0.3	i	i	i	i	i
Cc1c(NC(=O)c2cc3c(=O)n4ccccc4nc3s2)c(=O)n(-c2ccccc2)n1C	i	i	i	7	i	0.1	i	i	i	i	i
Cc1n[nH]c(C)c1CCNC(=O)C1CCC(=O)N(CCc2cccc(F)c2)C1 (stereo not given)	i	i	i	17	i	-0.1	i	i	i	i	i
O=c1c(N2CCOCC2)coc2ccccc12	i	i	i	7	i	0.2	i	i	i	i	i
Cc1noc(C)c1C(=O)N1CCN(CCc2ccccc2)CC1	i	i	i	4	i	-0.1	i	i	i	i	i
CC(c1ccncn1)N(C)Cc1nc(Cc2ccccc2F)no1 (stereo not given)	i	i	i	2	i	0.1	i	i	i	i	i
COc1ccc(-c2csc(NCCc3nc4cc(C(=O)NCCCO)ccc4n3Cc3ccc(C)cc3)n2)cc1	i	i	i	-4	i	0.5	i	i	i	i	i
CCC(C)(C)c1nnc(NC(=O)c2ccc([N+](=O)[O-])cc2)s1	i	i	i	51	i	-43	i	i	i	i	i
c1ccc(-c2ccccc2OCCCN2CCCCC2)cc1	i	i	i	5	i	-0.6	i	i	i	i	i
CCOc1ccc(Nc2nc(N)nc(CSC(=S)N3CCOCC3)n2)cc1	i	i	i	26	i	0.8	i	i	i	i	i
O=C(CSc1nc(Nc2ccccc2)nc(N2CCOCC2)n1)Nc1ccc(Br)cc1F	i	i	i	26	i	-0.2	i	i	i	i	i
CCOc1cc(-c2nc(-c3cc(OC)c(OC)c(OC)c3)no2)cc(OCC)c1OCC	i	i	i	8	i	-0.3	i	i	i	i	i
O=C(NCc1cccs1)C(NS(=O)(=O)c1cccc2nsnc12)c1ccccc1 (stereo not given)	i	i	i	0	i	-1.1	i	i	i	i	i
CCOC(=O)C1=C(CSc2nc(-c3ccccc3)ccc2C#N)OC(N)=C(C#N)C1c1cccnc1 (stereo not given)	i	i	-6.1*	6	i	4.3	i	i	i	i	i
Cn1nc(C(F)(F)F)c2cc(C(=O)NC3CC3)sc21	i	i	i	17	i	-0.2	i	i	i	i	i
C=CCNC(=O)C1CCN(S(=O)(=O)c2ccc(Br)cc2)CC1	i	i	i	44	i	0.0	i	i	i	i	i
COc1cccc(NC(=S)NC(=O)Cc2ccc(Cl)cc2)c1	i	i	i	-59	i	0.5	i	i	i	i	i
O=C(c1cc(F)ccc1F)C1CCCN(C(=O)CCc2cnccn2)C1 (stereo not given)	i	i	i	7	i	0.2	i	i	i	i	i
O=C1CN(C(=O)c2ccco2)C(c2ccc(F)cc2)c2cc(Cl)ccc2N1 (stereo not given)	i	i	i	24	i	0.0	i	i	i	i	i
CCOCCCNC(=O)c1ccc(N2CC3CC(C2)c2cccc(=O)n2C3)c(NC(=O)Nc2cccc(OC)c2)c1 (stereo not given)	i	i	i	43	i	0.6	i	i	i	i	i
COc1ccc(N(C(=O)c2ccncc2)S(=O)(=O)c2ccc(Cl)cc2)cc1	i	i	i	27	i	-0.4	i	i	i	i	i
O=C(O)CS(=O)(=O)CC(=O)NCc1cccc(C(F)(F)F)c1	i	i	i	13	i	-0.2	i	i	i	i	i
COc1ccc(CCC(=O)O)c(O)c1	i	i	i	6	i	0.0	i	i	i	i	i
CCCCN(C(=O)CCCSc1nc2ccccc2[nH]1)c1c(N)n(Cc2ccccc2)c(=O)[nH]c1=O	i	i	i	11	i	-0.1	i	i	i	i	i
Cc1cccn2c(CN3CCCC(c4ccccc4)C3)c(C(=O)N3CCOCC3)nc12 (stereo not given)	i	i	i	5	i	-0.5	i	i	i	i	i
O=S(=O)(NCCOC12CC3CC(CC(C3)C1)C2)c1cccc2nsnc12	i	i	i	12	i	-0.5	i	i	i	i	i
O=[N+]([O-])c1cc(-c2nnc(Nc3ccccc3)c3ccccc23)ccc1N1CCOCC1	i	i	i	15	i	-0.4	i	i	i	i	i
CCCCCCCCN1[C@@H](CC(=O)OC)c2cc(F)ccc2S1(=O)=O	i	i	i	4	i	-1.4	i	i	i	i	i
CC(=O)c1cccc(NC(=O)C2CC(=O)N(CCc3ccccc3)C2)c1 (stereo not given)	i	i	-5.2*	2	i	-0.6	i	i	i	i	i
CC(C)(C)OC(=O)N/N=C/c1cn(-c2ccccc2)nc1-c1cccnc1	i	i	i	17	i	0.4	i	i	i	i	i
Cc1c(C)n(C(=O)CSc2nccn2C)c2ccccc12	i	i	i	-16	i	-40	i	i	i	i	i
CCN(CC)C(=O)CSc1nc2sc3c(c2c(=O)n1-c1ccc(C)cc1)CC(C)(C)SC3	i	i	i	13	i	0.0	i	i	i	i	i
Cc1cc(C(F)(F)F)n(-c2nc(C(=O)NN)cs2)n1	i	i	i	1	i	0.0	i	i	i	i	i
Cc1ccc(N(C(=O)c2ccc(S(=O)(=O)N3CCOCC3)cc2)C2C=CS(=O)(=O)C2)cc1 (stereo not given)	i	i	i	2	i	-0.2	i	i	i	i	i
Cc1cc(C)cc(OCC(=O)OCC(=O)N2CC(=O)Nc3ccccc32)c1	i	i	i	0	i	-0.1	i	i	i	i	i
COc1cc2c(cc1OC)CN(C(=S)NC(=O)c1ccccc1)CC2	i	i	i	-5	i	-0.6	i	i	i	i	i
CCC(CC)C(=O)Nc1ccc(C(=O)Nc2cc(C)on2)cc1	i	i	i	29	i	0.9	i	i	i	i	i

(continued)
SMILES	TRPC6 act	PolyA inhibitor	MrgX1 antagonist	AI-2 QS mod	TRPC6 inh	HIF activator	TRPC4 PAM	MrgX1 ag	TRPC4 agonist	MrgX1 PAM	TRPC4 inh
O=C(O)CSCCOc1ccc(OCCSCC(=O)O)cc1	i	i	i	14	i	0.0	i	i	i	i	i
O=C(NC(=O)c1ccccc1)NC(=O)c1ccccc1	i	i	i	22	i	0.1	i	i	i	i	i
CC(NC(=O)CSc1nc2ccccc2c(=O)[nH]1)c1ccccc1 (stereo not given)	i	i	i	19	i	0.6	i	i	i	i	i
O=c1c2sccc2nc(SCc2cc(=O)n3ccccc3n2)n1-c1ccc(Br)cc1	i	i	i	20	i	0.0	i	i	i	i	i
COc1ccc(NC(=O)CCN2C(=O)c3ccccc3S2(=O)=O)cc1	i	i	i	3	i	-0.1	i	i	i	i	.
O=C(c1cn(CC2CCCCC2)nn1)N1CCN(c2ccc(F)cc2)CC1	i	i	i	11	i	1.0	i	i	i	i	i
CCN(CC)c1nc2ccccc2[nH]1	i	i	i	6	i	-0.2	i	i	i	i	i
C[C@H](NC(=O)C1CCN(S(=O)(=O)c2ccccc2)CC1)C(=O)NCc1cccc(Cl)c1	i	i	i	-3	i	0.1	i	i	i	i	i
O=C(Nc1cccc2ccccc12)c1cc2c(cc1Br)OCO2	i	i	i	7	i	0.2	i	i	i	i	i
COc1ccc(C2=NCC(CSc3nccc(=O)[nH]3)S2)cc1 (stereo not given)	i	i	i	20	i	2.0	i	i	i	i	i
COC(=O)C1=C(C)NC2=C(C(=O)c3ccccc32)C1c1cccc(OC)c1 (stereo not given)	i	i	i	27	i	-0.1	i	i	i	i	i
O=C(Cc1cccs1)Nc1nnc(-c2ccccc2)s1	i	i	i	12	i	2.3	i	i	i	i	i

From PubChem
